FAS-TE inh = inhibitors of human fatty acid synthase thioesterase domain. P49327. recombinant FAS-TE, OMFH fluorogenic substrate, fluorescence endpoint. inhibition, % at 15 µM. actives 0.67% (n = 360,000). AID 602261;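 active = compounds whose normalised, plate-corrected inhibition of enzyme fluorescence in the single-dose primary screen is 50% or more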;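 also: 0% = DMSO with enzyme and 100% = substrate without enzyme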
PABP1 MLLE inh = inhibitors of microRNA-mediated deadenylation, human PABP1 MLLE binding. P11940. AID 588489. GST-MLLE / FITC-PAM2 fluorescence polarization. inhibition, % at 20 µM. actives 0.36% (n = 360,000); in the data active = inhibition above about 35%, passing the limit was not always enough;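 also: plate controls were DMSO wells with GST-MLLE for no effect and wells lacking GST-MLLE protein for full effect; some results filed as inactive read as strong as hits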
Target sequence (P11940 whole entry, looked up): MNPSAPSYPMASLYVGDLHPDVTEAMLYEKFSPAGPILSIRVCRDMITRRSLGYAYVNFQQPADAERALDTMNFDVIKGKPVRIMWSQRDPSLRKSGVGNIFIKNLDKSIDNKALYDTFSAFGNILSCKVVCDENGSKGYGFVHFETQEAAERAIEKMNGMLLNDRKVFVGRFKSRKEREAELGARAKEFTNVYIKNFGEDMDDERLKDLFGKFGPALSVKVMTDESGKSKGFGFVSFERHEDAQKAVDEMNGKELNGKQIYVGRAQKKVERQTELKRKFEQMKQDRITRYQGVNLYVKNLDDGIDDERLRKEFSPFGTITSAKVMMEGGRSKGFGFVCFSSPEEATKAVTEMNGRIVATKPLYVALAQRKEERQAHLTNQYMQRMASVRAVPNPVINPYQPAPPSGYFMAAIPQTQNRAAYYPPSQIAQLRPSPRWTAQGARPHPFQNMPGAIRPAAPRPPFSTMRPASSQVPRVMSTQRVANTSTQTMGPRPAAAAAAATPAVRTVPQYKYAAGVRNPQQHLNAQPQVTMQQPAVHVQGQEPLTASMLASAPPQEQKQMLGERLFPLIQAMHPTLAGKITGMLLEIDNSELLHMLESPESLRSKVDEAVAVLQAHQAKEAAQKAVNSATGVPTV
Rpn11 inh = blocks the human proteasome subunit Rpn11; O00487; human 26S proteasome, Ub4-pepOG fluorescence polarization; 20S core pre-blocked with epoxomicin; calls only at 20 µM; actives 0.59% (n = 360,000); AID 588493;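 active = inhibition at 20 µM, scaled to each plate's controls, above about 33%, limit read from the data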
Rin1-Abl PPI inh = inhibitors of human Rin1-Abl protein interaction | P00519+Q13671 | TR-FRET Rin1/Abl binding, biochemical | inhibition, % at 7.35 µM | actives 0.4% (n = 360,000); in the data active = inhibition above about 5%, passing the limit was not always enough
MsrA inhibitor = inhibits bovine methionine sulfoxide reductase A. purified bovine MsrA, absorbance read-out. inhibition, % at 15.5 µM. actives 0.75% (n = 360,000). AID 651718; in the data active = inhibition above about 4.5%;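 also: 0% = vehicle wells with enzyme and 100% = reference inhibitor wells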
MT1-MMP act inh = inhibitors of human MT1-MMP activation. HT1080 RFP-PRO-GFP cells, GFP/RFP ratio fluorescence, overnight; percent of plate control window, DMSO zero. AID 651647. P50281. actives 0.061% (n = 360,000). GFP/RFP ratio change, % at 20 µM;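 active = GFP/RFP ratio change of at least 30% with cell ATP level not reduced by more than half and red fluorescence within 50% of control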; also: strong numbers were not always called active
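Material: RFP-PRO-GFP reporter HT1080 cells. Dosing: single-point 20 µM compound, 1% DMSO. Controls: DMSO and RFP-L50D-GFP cell wells. Timing: cells overnight before dosing, compound overnight, 37 °C, 5% CO2. Measure: GFP/RFP fluorescence ratio.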
MsrA act = activators of bovine methionine sulfoxide reductase A; actives 0.3% (n = 360,000); activation, % at 10.6 µM; purified bovine MsrA, absorbance read-out; in the data active = activation above about 7.5%;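 also: 0% = vehicle and 100% = reference activator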
E coli Lon inh = E. coli protease La inhibition; purified E. coli Lon protease, fluorescence polarization; inhibition, % at 7.94 µM; actives 0.42% (n = 360,000); in the data active = inhibition above about 13%, passing the limit was not always enough;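 also: 0% = enzyme with probe and DMSO and 100% = no enzyme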
CSN inh = CSN deneddylation inhibition. actives 0.38% (n = 360,000). AID 651999. Purified CSN, SCF-Nedd8-OG deneddylation, fluorescence polarization. inhibition, % at 12.5 µM;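 active = pattern-corrected inhibition above about 35%, with an unprinted fluorescence ratio check between 0.5 and 1.5, limit read from the data, passing the limit was not always enough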;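 also: 0% = enzyme with substrate and 100% = substrate without enzyme; some results filed as inactive read as strong as hits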
Target sequence (Q92905 whole entry, looked up, one chain of several): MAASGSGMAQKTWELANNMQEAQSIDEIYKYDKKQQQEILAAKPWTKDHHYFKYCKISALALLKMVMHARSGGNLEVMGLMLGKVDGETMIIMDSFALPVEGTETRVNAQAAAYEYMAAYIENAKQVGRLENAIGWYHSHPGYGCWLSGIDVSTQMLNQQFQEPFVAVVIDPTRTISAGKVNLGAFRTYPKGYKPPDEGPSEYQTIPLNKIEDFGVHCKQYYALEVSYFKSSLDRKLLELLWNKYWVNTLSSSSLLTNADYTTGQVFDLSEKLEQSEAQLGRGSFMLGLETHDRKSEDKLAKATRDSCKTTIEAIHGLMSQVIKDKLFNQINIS
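Schedule: reaction 90 min, room temperature / Assay system: HEK293T-derived human Csn5 enzyme / Input: Csn5 at 0.24 nM final / Measure: inhibition of Csn5 cleavage, % / Control set: substrate-only high control, full reaction low control / Technique: fluorescence polarization of the substrate / Buffer or medium: Tris/NaCl/DTT buffer, pH 7.5 / Reagent: SCFSkp2-Nedd8OG substrate at 10 nM final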
* = called active by the depositor; i = inactive; . = no result given; + = active, no number.

SMILES | FAS-TE inh | PABP1 MLLE inh | Rpn11 inh | Rin1-Abl PPI inh | MsrA inhibitor | MT1-MMP act inh | MsrA act | E coli Lon inh | CSN inh
CCN1c2cccc3cccc(c23)S1(=O)=O | -1 | 14 | i | -4 | 0.1 | 1 | -3 | -7 | 1
COc1ccc(NC(=O)CS(=O)CC(=O)NCc2cccc(C(F)(F)F)c2)cc1 (centres undefined) | -2 | 1 | i | -1 | 0.1 | 6 | -3 | 4 | 3
Clc1ccc(N=c2ssnc2Cl)nc1 | -2 | -28 | i | 2 | 0.9 | 0 | -2 | -3 | 7
N/C(=N\OC(=O)c1cccc2ccccc12)c1cccc([N+](=O)[O-])c1 | 41 | 3 | + | -1 | -1.4 | 8 | -9 | 1 | 13
Cc1csc(SCC(=O)Nc2ccccc2[N+](=O)[O-])n1 | 4 | 12 | i | 4 | 1.0 | 1 | -3 | 6 | -9
COCCCNC(=O)c1c(N)n(-c2ccccc2)c2nc3ccccc3nc12 | 2 | 4 | i | -4 | 0.6 | -1 | 2 | -13 | -2
COc1ccc(-c2[nH]c(-c3cccc(OC)c3)nc2SCC(=O)NCc2ccco2)cc1 | 11 | 21 | i | 2 | 0.8 | 1 | -3 | -4 | 5
COc1ccc(NC(=O)CC2C(=O)N(C)C(=S)N2CCc2ccccc2F)cc1 (centres undefined) | 16 | -52 | i | 3 | 0.1 | 3 | -5 | -3 | 0
O=C(NC(=S)Nc1ccc(CN2CCCCC2)cc1)c1cccc(OCc2ccccc2)c1 | 19 | 29 | i | -4 | 0.1 | 7 | -1 | -3 | 3
CN(Cc1ccccc1)C(=O)c1ccc(NC(=O)Cc2ccc(NC(=O)C3CCCN(C(=O)C4CCCC4)C3)cc2)cc1 (centres undefined) | -4 | 2 | i | -1 | -0.7 | -5 | -7 | 6 | 0
C/C(=N\N1CCN(c2ccccc2)CC1)c1cccs1 | -2 | 5 | i | -2 | 1.6 | 0 | -1 | 3 | 4
COc1ccccc1CNS(=O)(=O)c1cc2c3c(c1)CCN3C(=O)CC2 | -6 | 9 | i | 0 | -1.6 | 5 | -1 | -8 | -1
CCCCOc1ccc(C(=O)NCC(=O)NCC(c2cccs2)N2CCOCC2)cc1 (centres undefined) | -4 | 1 | i | -4 | 0.8 | 2 | -2 | 4 | -6
CCc1nnc(NC(=O)CCC(=O)NC2CC2)s1 | -8 | -18 | i | -6 | -0.3 | 1 | 3 | 4 | 1
CCC(C)[C@H](NC(=O)N1CC(=O)Nc2ccccc21)C(=O)N[C@H](C(=O)O)c1ccccc1 (some centres undefined) | -9 | 0 | i | 3 | 0.9 | -2 | -4 | 6 | -4
COc1ccccc1C(=O)Nc1nnc(-c2ccc(F)cc2)s1 | 6 | 13 | i | -2 | 0.3 | -5 | 0 | 0 | 0
O=C(C1CCN(Cc2ccccc2)CC1)N1CCN(C/C=C/c2ccccc2)CC1 | -4 | 6 | i | 1 | -1.2 | 4 | 0 | 8 | -8
O=C(NC1CC1)c1ccccc1NC(=O)c1ccccc1OC(F)F | 1 | -6 | i | -9 | 0.0 | 0 | -1 | -13 | -1
COc1ccc(CN(C(=O)c2snc(C(N)=O)c2N)C(C)C(=O)NCc2ccc(F)cc2)cc1 (centres undefined) | 10 | 0 | i | 1 | 0.2 | -1 | -1 | 8 | 0
CCOc1ccc(-c2nc(N)nc(C)c2-c2ccc(Cl)cc2)c(O)c1 | 20 | -4 | i | -5 | -0.5 | -2 | -2 | 3 | 0
COc1ccc(NS(=O)(=O)c2ccc(C)c(C(=O)NCc3cccnc3)c2)cc1 | -3 | -1 | i | 2 | 0.1 | 0 | -4 | -12 | -2
CCOC(=O)N1CCN(CCC(=O)Nc2cc(C)ccc2OC)CC1 | -4 | -10 | i | 1 | 0.3 | -2 | -4 | 1 | 6
O=C(c1ccccc1-n1cccn1)N1CCc2c([nH]c3ccccc23)C1c1ccccn1 (centres undefined) | 4 | -1 | i | 2 | 0.1 | 0 | -3 | 15 | -15
CN(CC(=O)Nc1ccc(F)c(F)c1F)C(=O)CC1OC(=O)c2ccccc21 (centres undefined) | 0 | -8 | i | -3 | 0.5 | 4 | -4 | 2 | -9
NNC(=O)C1CC1(c1ccccc1)c1ccccc1 (centres undefined) | -2 | -18 | i | -1 | 0.4 | -8 | -1 | 1 | 3
C=CCn1cnc2c(c1=O)c1nc3ccccc3nc1n2/N=C/c1cc(OC)c(OC)c(OC)c1 | 13 | -11 | i | -5 | 0.7 | 2 | 1 | 1 | -1
COCC1CCN(C(=O)C2CCC(=O)N(Cc3cccc(C(F)(F)F)c3)C2)CC1 (centres undefined) | -6 | 3 | i | -1 | -0.3 | -2 | -5 | -12 | 1
Cc1ccc(-c2csc(NC(=O)CN3CCOCC3)n2)cc1C | 3 | -4 | i | -4 | . | 2 | -8 | 3 | -2
Cn1c(=O)c2[nH]c(CCCCc3nc4ccccc4[nH]3)nc2n(C)c1=O | -4 | 7 | i | 1 | -1.1 | 0 | -4 | 4 | -5
O=C(Nc1ccc2c3c(cccc13)CC2)c1ccccc1 | 5 | -10 | i | -1 | 1.5 | -8 | -5 | -9 | -3
COCCNC(=O)C1(C)Cc2c(-c3cccc(NC(C)=O)c3)ccnc2O1 (centres undefined) | -6 | -11 | i | 3 | 0.8 | 0 | -10 | -16 | 6
Cc1cc(C)c(S(=O)(=O)N2CCOC2CNC(=O)C(=O)NCCN2CCOCC2)c(C)c1 (centres undefined) | -2 | -5 | i | 5 | -1.1 | 2 | -13 | -19 | 0
O=C(CSc1n[nH]c(-c2ccccc2)n1)Nc1ccc(N2CCOCC2)cc1 | -12 | -9 | i | 2 | 0.0 | -2 | -2 | 4 | 1
NC(=S)N=Nc1c(O)[nH]c2c(Cl)cc(Cl)cc12 | 3 | 45* | i | 2 | 1.8 | 1 | -7 | -4 | -8
O=C(Nc1ccc(Cl)c(Cl)c1)N(CCCN1CCOCC1)Cc1cccnc1 | 1 | 11 | i | -4 | 0.2 | 5 | -2 | -10 | -6
O=C(Nc1ccncc1)c1ccccc1-c1ccccc1 | -6 | -10 | i | 1 | 1.4 | -1 | -4 | 4 | -10
Cc1ccc(/C=N/NC(=O)c2cc(-c3ccc(C)o3)[nH]n2)cc1 | 0 | -4 | i | 4 | 0.2 | 4 | -4 | -8 | -1
O=C(Nn1cnnc1)c1cc(Cl)cc(Cl)c1 | -5 | -3 | i | -1 | -0.5 | 1 | -3 | 3 | -2
COc1ccc(NC(=O)N2CCCc3cc(C)ccc32)c(OC)c1 | 13 | 0 | i | -2 | 0.4 | -2 | -1 | -9 | 5
COc1ccc2c(c1)C(=O)N1[C@H]3c4cc(OC)ccc4OC[C@@H]3[C@H](c3ccccc3)[C@]1(C)C(=O)N2 | 72* | 7 | i | 2 | 0.7 | 4 | -2 | -13 | 5

Sorted by heavy-atom count (falling): some entries from above
SMILES | FAS-TE inh | PABP1 MLLE inh | Rpn11 inh | Rin1-Abl PPI inh | MsrA inhibitor | MT1-MMP act inh | MsrA act | E coli Lon inh | CSN inh
O=C(c1ccccc1-n1cccn1)N1CCc2c([nH]c3ccccc23)C1c1ccccn1 (centres undefined) | 4 | -1 | i | 2 | 0.1 | 0 | -3 | 15 | -15
COCC1CCN(C(=O)C2CCC(=O)N(Cc3cccc(C(F)(F)F)c3)C2)CC1 (centres undefined) | -6 | 3 | i | -1 | -0.3 | -2 | -5 | -12 | 1
CN(CC(=O)Nc1ccc(F)c(F)c1F)C(=O)CC1OC(=O)c2ccccc21 (centres undefined) | 0 | -8 | i | -3 | 0.5 | 4 | -4 | 2 | -9
Cc1ccc(/C=N/NC(=O)c2cc(-c3ccc(C)o3)[nH]n2)cc1 | 0 | -4 | i | 4 | 0.2 | 4 | -4 | -8 | -1
O=C(Nc1ccncc1)c1ccccc1-c1ccccc1 | -6 | -10 | i | 1 | 1.4 | -1 | -4 | 4 | -10
NC(=S)N=Nc1c(O)[nH]c2c(Cl)cc(Cl)cc12 | 3 | 45* | i | 2 | 1.8 | 1 | -7 | -4 | -8

Following part
SMILES | FAS-TE inh | PABP1 MLLE inh | Rpn11 inh | Rin1-Abl PPI inh | MsrA inhibitor | MT1-MMP act inh | MsrA act | E coli Lon inh | CSN inh
CCn1c(COc2cccc(C)c2)nnc1SCC(=O)Nc1cccc(C(=O)O)c1 | -5 | -85 | i | 0 | 1.2 | 0 | -11 | -10 | 0
O=C(NCCN1CCOCC1)C1CC(=O)N(c2ccc(F)c(Cl)c2)C1 (centres undefined) | -4 | 15 | i | 1 | -0.5 | 2 | 4 | -1 | 4
Cc1csc(SCC(=O)Nc2nccs2)n1 | -9 | 17 | i | 0 | 0.4 | -1 | -4 | -6 | 5
Cc1ccc(Sc2ncnc(N)c2[N+](=O)[O-])cc1 | 1 | -5 | i | 0 | 0.3 | -11 | -8 | 3 | -12
CC(=O)c1cn(CCC(C)C)c(=O)[nH]c1=O | -8 | 6 | i | 3 | 1.8 | -1 | -6 | -8 | 3
Cc1cc(Cl)c2oc(C(=O)NCCC3CCCCO3)c(C)c2c1 (centres undefined) | 15 | -6 | i | 2 | -1.0 | -1 | -4 | -1 | -3
CCc1nnc(NC(=O)c2sc3nc4cc(C)ccc4cc3c2N)s1 | -11 | -15 | + | 2 | -0.7 | -185 | 1 | -33 | 4
Cc1ccc(-n2ncc3c2CCCC3NC(=O)CCc2cnccn2)cc1C (centres undefined) | -1 | 3 | i | 1 | -0.9 | 1 | -3 | -3 | 2
CCN(CC(=O)Nc1ccccc1C(F)(F)F)C(=O)c1cc(-c2ccccc2)nn1-c1ccccc1 | 20 | 3 | i | 3 | 0.2 | 4 | 6 | -3 | -4
CC(=O)Nc1sc(NC(=O)c2ccco2)nc1-c1cccs1 | -6 | 19 | i | -1 | 1.1 | 4 | -2 | 1 | 2
CN(Cc1c(C(=O)N/N=C/c2cccc(O)c2)nnn1-c1nonc1N)c1ccccc1 | 8 | 1 | i | 2 | . | 4 | -6 | -6 | 5
CCOC(=O)c1nnn(-c2nonc2N)c1CNc1ccccc1 | -2 | 2 | i | 4 | 1.5 | -3 | 3 | 12 | -4
CCOC(=O)c1c(C)nc2cc(C)cc(C)n12 | -4 | 13 | i | 6 | -0.3 | 1 | -1 | 1 | 10
CCc1ccc(C(=O)CSc2nnc(C3CC3)n2C2CC2)cc1 | -5 | 3 | i | 1 | -1.1 | -2 | -1 | -18 | -3
Cc1cccc(/C(N)=N/OC(=O)CCCN2C(=O)c3ccccc3C2=O)c1 | 0 | -7 | i | -1 | -0.8 | -3 | 1 | 6 | 31
Cc1cccc2sc(N(CCCN(C)C)C(=O)CCS(=O)(=O)c3ccccc3)nc12 | -5 | -9 | i | -3 | 0.0 | -8 | -10 | 6 | -2

3 of the compounds above, with each value named:
> Cc1csc(SCC(=O)Nc2nccs2)n1
- FAS-TE inh: -9
- PABP1 MLLE inh: 17
- Rpn11 inh: i
- Rin1-Abl PPI inh: 0
- MsrA inhibitor: 0.4
- MT1-MMP act inh: -1
- MsrA act: -4
- E coli Lon inh: -6
- CSN inh: 5

> Cc1ccc(-n2ncc3c2CCCC3NC(=O)CCc2cnccn2)cc1C (centres undefined)
- FAS-TE inh: -1
- PABP1 MLLE inh: 3
- Rpn11 inh: i
- Rin1-Abl PPI inh: 1
- MsrA inhibitor: -0.9
- MT1-MMP act inh: 1
- MsrA act: -3
- E coli Lon inh: -3
- CSN inh: 2

> CCOC(=O)c1c(C)nc2cc(C)cc(C)n12
- FAS-TE inh: -4
- PABP1 MLLE inh: 13
- Rpn11 inh: i
- Rin1-Abl PPI inh: 6
- MsrA inhibitor: -0.3
- MT1-MMP act inh: 1
- MsrA act: -1
- E coli Lon inh: 1
- CSN inh: 10

High-throughput results deposited in PubChem by several laboratories.
